GASC1 inh: inhibitors of GASC-1 (KDM4C) histone demethylase, primary screen, biochemical, single concentration HTS; GST-KDM4C 2-372, H3K9me3 peptide, LANCE TR-FRET; inhibition, % at 12.5 µM; Lysine-specific demethylase 4C (Homo sapiens), Q9H3R0; hit rate 0.15% among 96,000;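 active = mean replicate inhibition above about 25%, with at least 55% of replicates also reaching it, limit read from the data, passing the limit was not always enough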
Target sequence (Q9H3R0 2-372 limits assumed): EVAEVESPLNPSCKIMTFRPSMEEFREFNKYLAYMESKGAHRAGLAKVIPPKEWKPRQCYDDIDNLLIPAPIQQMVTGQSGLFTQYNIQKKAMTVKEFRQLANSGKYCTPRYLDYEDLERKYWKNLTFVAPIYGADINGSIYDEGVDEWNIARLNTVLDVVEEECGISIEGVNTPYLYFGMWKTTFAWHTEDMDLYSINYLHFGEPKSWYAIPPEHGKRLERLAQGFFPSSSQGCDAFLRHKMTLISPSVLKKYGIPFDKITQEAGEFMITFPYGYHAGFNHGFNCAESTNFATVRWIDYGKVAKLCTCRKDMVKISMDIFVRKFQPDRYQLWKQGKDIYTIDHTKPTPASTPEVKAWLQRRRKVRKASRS
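Assay system: GST-GASC-1 enzyme fragment 2-372 | Amount: 10 nM enzyme | Medium: HEPES buffer, pH 7.5, plus ascorbate | Reagent: H3K9me3 peptide substrate, Fe(II), 2-oxoglutarate | Doses: Single-point compound screen | Incubation: 30 min demethylation and 1 h detection at room temperature | Measured by: LANCE TR-FRET, excitation 340 nm, emissions 618 and 671 nm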
C diff HTS: C. difficile growth inhibitors, primary screen, HTS | growth activity, negative = inhibition, % at 16 µg/mL (by protocol) | hit rate 0.25% among 86,000 | AID 1259249, 2017 | Clostridium difficile clinical isolate growth, OD600, 24 h; active compounds read low;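 active = mean growth activity at or below -80% and every replicate also at or below -80%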;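 note: 0% = DMSO wells and -100% = levofloxacin 16 µg/mL wells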
T cruzi growth: T. cruzi intracellular proliferation inhibitors, primary screen, cell-based, beta-gal Tulahuen parasites, NIH3T3 host, luminescence; T. cruzi beta-gal in NIH3T3, GalScreen luminescence, 90 h; inhibition, % at 8.34 µM; hit rate 5.9% among 77,000;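 active = mean inhibition above about 93%, with at least 55% of replicates each passing it, limit read from the data, passing the limit was not always enough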
Pf Dd2 growth: P. falciparum Dd2 growth inhibitors, primary screen, SYBR Green fluorescence, single dose replicates. 72 h; active compounds read low. activity change, % at 10 µM. hit rate 2.3% among 94,000. AID 1159554, 2015; in the data active = activity change below about -80%
* = called active by the depositor; / = no result given; & = joins results of further samples. Rows were taken by chance. Share with any hit: about 7%.

SMILES	GASC1 inh	C diff HTS	T cruzi growth	Pf Dd2 growth
C[C@@H](NC(=O)C[C@@H]1C[C@H]2c3cc(NC(=O)c4ccc5c(c4)OCO5)ccc3O[C@H]2[C@@H](CO)O1)c1ccccc1	-1.1	-2	-30	12
C[C@@H]1CN([C@@H](C)CO)C(=O)c2cc(NC(=O)CCN3CCOCC3)ccc2O[C@H]1CN(C)C(=O)Nc1ccc2c(c1)OCO2	1.0	/	-41	28
C[C@H](CO)N1C[C@H](C)[C@@H](CN(C)C(=O)c2ccccc2)OCCCC[C@H](C)Oc2ccc(NS(C)(=O)=O)cc2C1=O	1.8	-1	63	-24
COc1ccc(CNC(=O)C[C@@H]2CC[C@H](NC(=O)Nc3ccc4c(c3)OCO4)[C@@H](CO)O2)cc1	0.2	/	21	-28
Cc1noc(C)c1S(=O)(=O)Nc1cccc2c1O[C@H](CN(C)Cc1ccc(Oc3ccccc3)cc1)[C@H](C)CN([C@@H](C)CO)C2=O	0.4	-3	0	-55
Cc1ccccc1S(=O)(=O)Nc1ccc2c(c1)C(=O)N(C)[C@H]1CC[C@@H](CC(=O)O)O[C@H]1CO2	0.8	/	13	-1
Cc1noc(C)c1S(=O)(=O)Nc1cccc2c1O[C@@H](CN(C)Cc1ccc3c(c1)OCO3)[C@@H](C)CN([C@@H](C)CO)C2=O	-0.3	/	15	0
CCC(=O)N(C)C[C@H]1Oc2cc(C#Cc3ccncc3)ccc2S(=O)(=O)N([C@@H](C)CO)C[C@H]1C	1.4	1	30	-6
CCOC(=O)N(C)C[C@H]1OCc2cnnn2CCCC(=O)N([C@@H](C)CO)C[C@@H]1C	-0.7	/	-40	1
COc1cccc(C#Cc2ccc3c(c2)[C@@H]2[C@@H](CCN2C(=O)CC2CC2)[C@@H](CO)N3)c1	0.2	-10	68	-14
COCCNC(=O)C[C@H]1CC[C@@H]2[C@H](COc3ccc(NC(=O)COC)cc3C(=O)N2C)O1	3.8	-1	14	3
C[C@@H]1CN([C@@H](C)CO)S(=O)(=O)c2ccc(C3=CCCCC3)cc2O[C@H]1CN(C)C(=O)C1CCC1	2.0	2	28	-34

Copied from above (eight entries):
SMILES	GASC1 inh	C diff HTS	T cruzi growth	Pf Dd2 growth
C[C@@H](NC(=O)C[C@@H]1C[C@H]2c3cc(NC(=O)c4ccc5c(c4)OCO5)ccc3O[C@H]2[C@@H](CO)O1)c1ccccc1	-1.1	-2	-30	12
C[C@@H]1CN([C@@H](C)CO)C(=O)c2cc(NC(=O)CCN3CCOCC3)ccc2O[C@H]1CN(C)C(=O)Nc1ccc2c(c1)OCO2	1.0	/	-41	28
C[C@H](CO)N1C[C@H](C)[C@@H](CN(C)C(=O)c2ccccc2)OCCCC[C@H](C)Oc2ccc(NS(C)(=O)=O)cc2C1=O	1.8	-1	63	-24
COc1ccc(CNC(=O)C[C@@H]2CC[C@H](NC(=O)Nc3ccc4c(c3)OCO4)[C@@H](CO)O2)cc1	0.2	/	21	-28
Cc1noc(C)c1S(=O)(=O)Nc1cccc2c1O[C@H](CN(C)Cc1ccc(Oc3ccccc3)cc1)[C@H](C)CN([C@@H](C)CO)C2=O	0.4	-3	0	-55
Cc1ccccc1S(=O)(=O)Nc1ccc2c(c1)C(=O)N(C)[C@H]1CC[C@@H](CC(=O)O)O[C@H]1CO2	0.8	/	13	-1
Cc1noc(C)c1S(=O)(=O)Nc1cccc2c1O[C@@H](CN(C)Cc1ccc3c(c1)OCO3)[C@@H](C)CN([C@@H](C)CO)C2=O	-0.3	/	15	0
CCC(=O)N(C)C[C@H]1Oc2cc(C#Cc3ccncc3)ccc2S(=O)(=O)N([C@@H](C)CO)C[C@H]1C	1.4	1	30	-6

(list continues)
SMILES	GASC1 inh	C diff HTS	T cruzi growth	Pf Dd2 growth
CS(=O)(=O)N1[C@@H]2c3ccc(C4=CCCCC4)c(=O)n3C[C@H]1[C@H](CO)[C@H]2C(=O)N1CCCCC1	0.8	3	8	-7
COc1ccc2c3c(n(C)c2c1)[C@H](CO)N(C(=O)C1CCC1)CC31CCN(Cc2cccc(F)c2)CC1	-2.9	-7	/	-84*
CO[C@@H]1CN(C)C(=O)c2cc(NC(=O)Nc3cc(F)ccc3F)ccc2OC[C@@H](C)N(C)C[C@@H]1C	1.2	/	1	-9
C[C@@H]1CCCCO[C@@H](CN(C)C(=O)C2CCCCC2)[C@@H](C)CN([C@@H](C)CO)C(=O)c2cc(NC(=O)Nc3ccc4c(c3)OCO4)ccc2O1	-1.8	-2	32	-56
CN(C)CC(=O)N1[C@H](CO)[C@@H](c2ccc(-c3ccc(C(=O)N(C)C)cc3)cc2)[C@@H]1C#N	-1.9	6	41	-3
C[C@H]1CN([C@@H](C)CO)C(=O)c2cc(NC(=O)CCN3CCOCC3)ccc2O[C@H]1CN(C)S(C)(=O)=O	0.6	-2	33	-5
COCCNC(=O)c1cc2c(c(-c3cccc(-c4cccc(F)c4)c3)n1)[C@H](CCO)N(S(=O)C(C)(C)C)C2 (stereo partly specified)	0.7	/	-67	-36
COCC(=O)N1[C@@H]2Cn3c(ccc(-c4ccccc4)c3=O)[C@H]1[C@@H](C(=O)NCc1ccccn1)[C@@H]2CO	-1.2	6	6	/
COc1ccccc1S(=O)(=O)N1CC[C@@H]2[C@H]1c1cc(C#CC3CCCCC3)ccc1N[C@@H]2CO	-12	18	/	-56
O=C(O)[C@H]1[C@H](CO)[C@H]2Cn3c(ccc(/C=C/c4ccccc4)c3=O)[C@H]2N1C(=O)c1cnccn1	-2.8	-1	7	/
CNC[C@@H]1Oc2ccc(NC(=O)Nc3ccc(OC)cc3)cc2C(=O)N([C@H](C)CO)C[C@H]1C	0.0	0	22	11
CC(C)NC(=O)N(C)C[C@@H]1OCCCC[C@@H](C)Oc2ccc(NC(=O)Nc3ccc(F)cc3)cc2C(=O)N([C@@H](C)CO)C[C@H]1C	-0.9	1	35	-2
C[C@H](NC(=O)N(C)C[C@H]1OCc2ccccc2-c2c(n(C)c3ccccc23)C(=O)N([C@H](C)CO)C[C@H]1C)c1ccccc1	/	-8	/	-23
CC(C)NC(=O)N(C)C[C@@H]1Oc2c(NS(=O)(=O)c3ccccc3)cccc2C(=O)N([C@@H](C)CO)C[C@@H]1C	-0.3	-5	13	6
COCC#Cc1ccc2c(c1)O[C@H](CN(C)CC1CCOCC1)[C@@H](C)CN([C@H](C)CO)S2(=O)=O	0.3	2	8	-29
C[C@@H]1CCCCO[C@@H](CN(C)Cc2ccccc2)[C@@H](C)CN([C@H](C)CO)C(=O)c2cc(NC(=O)CCCN(C)C)ccc2O1	/	1	53	2
CC=Cc1ccc2n(c1=O)C[C@@H]1N[C@H]2[C@H](C(=O)NC2CCCCC2)[C@H]1CO (mixture of isomers)	2.2	-2	81	/
CCS(=O)(=O)NCC[C@@H]1CC[C@@H](NC(=O)C2CCCCC2)[C@H](CO)O1	0.7	-3	-5	-4
CN(C)CCCNC(=O)C[C@H]1CC[C@@H](NC(=O)Cc2cccnc2)[C@@H](CO)O1	2.8	/	41	-2
C[C@@H]1CCCCO[C@@H](CN(C)S(=O)(=O)c2ccc(F)cc2)[C@@H](C)CN([C@@H](C)CO)C(=O)c2cc(NS(=O)(=O)c3ccccc3)ccc2O1	0.6	10	51	-55
CCCN(C)C[C@H]1Oc2cc(C#CC3CC3)ccc2S(=O)(=O)N([C@@H](C)CO)C[C@H]1C	-0.9	7	54	-45
CCCNC(=O)N1[C@@H](C#N)[C@H](c2ccc(-c3ccccc3F)cc2)[C@@H]1CO	4.1	-5	34	-63
O=C(C[C@@H]1C[C@H]2c3cc(NC(=O)C4CCOCC4)ccc3O[C@H]2[C@@H](CO)O1)NCCN1CCCCC1	0.6	-7	-31	14
CCC(=O)N1C[C@@H](C)[C@@H](OC)CN(C)C(=O)c2ccc(NC(=O)c3ccno3)cc2OC[C@@H]1C	0.6	/	5	10
Cc1noc(C)c1S(=O)(=O)Nc1ccc2c(c1)CC(=O)N([C@@H](C)CO)C[C@H](C)[C@@H](CN(C)C(=O)Nc1ccc3c(c1)OCO3)O2	-0.7	7	25	20
COCC#Cc1cnc2c(c1)C(=O)N([C@@H](C)CO)C[C@H](C)[C@H](CN(C)C(=O)NC1CCCC1)O2	0.1	3	51	-40
COc1ccc(NC(=O)Nc2ccc3c(c2)[C@@H]2C[C@H](CC(=O)N4CCOCC4)O[C@@H](CO)[C@@H]2O3)cc1	-2.8	-1	13	5
C[C@@H]1CCCCO[C@H](CN(C)C(=O)NC2CCCCC2)[C@@H](C)CN([C@H](C)CO)C(=O)c2cc(NC(=O)Nc3ccc(C(F)(F)F)cc3)ccc2O1	-0.2	4	92	-6
CCC(=O)N(C)C[C@@H]1Oc2ncc(-c3ccc(C)cc3)cc2C(=O)N([C@H](C)CO)C[C@H]1C	-0.5	0	66	-21
O=C(C[C@@H]1CC[C@@H]2[C@H](COC[C@H](O)CN2Cc2cccc(F)c2)O1)NCc1ccncc1	0.3	-2&-3	34	12
CCC(=O)Nc1ccc2c(c1)C(=O)N(C)C[C@@H](OC)[C@@H](C)CN(Cc1cncnc1)[C@H](C)CO2	-0.5	/	6	/
Cc1noc(C)c1S(=O)(=O)N(C)C[C@H]1Oc2c(NC(=O)c3cnccn3)cccc2C(=O)N([C@H](C)CO)C[C@H]1C	-0.5	/	-66	0
COc1ccc(S(=O)(=O)Nc2cccc3c2O[C@@H](CN(C)C(=O)Nc2ccc(C(F)(F)F)cc2)[C@H](C)CN([C@H](C)CO)C3=O)cc1	0.3	0	-43	23
CO[C@H]1CN(C)C(=O)c2cc(NS(C)(=O)=O)ccc2OC[C@H](C)N(C(=O)CN(C)C)C[C@@H]1C	0.5	9	24	37
CCCN1C[C@@H](C)[C@@H](OC)CN(C)C(=O)c2cc(NC(=O)CC)ccc2OC[C@H]1C	-2.1	/	13	/
COc1ccc2c3c([nH]c2c1)[C@H](CO)N(C(=O)c1ccncc1)CC31CN(C(=O)c2ccncc2)C1	0.9	-18	/	67
C[C@@H]1CN([C@@H](C)CO)S(=O)(=O)c2ccc(C#CC3CCCC3)cc2O[C@H]1CN(C)C(=O)Cc1ccncc1	-2.4	-15	113*	-86*
O=C(N[C@H]1CC[C@@H](CCn2cc(-c3ccccn3)nn2)O[C@@H]1CO)c1cccnc1	-0.8	7	-37	-5
C[C@@H]1CN([C@@H](C)CO)C(=O)c2cccc(NC(=O)NC3CCCCC3)c2O[C@@H]1CN(C)C(=O)Nc1ccc(C(F)(F)F)cc1	4.4	4	67	-55
CCC(=O)Nc1ccc2c(c1)OC[C@@H](C)N(C(=O)CC1CC1)C[C@H](C)[C@H](OC)CN(C)C2=O	-0.1	0	/	10
COc1ccc2c3c(n(C)c2c1)[C@H](CO)N(C(=O)c1ccc(F)cc1)CC31CN(C(=O)c2ccc(F)cc2)C1	0.7	7	/	-74
CN1c2ccc(Br)cc2[C@@H]2[C@@H](CCN2S(=O)(=O)c2ccc(F)cc2)[C@@H]1CO	-0.1	67	59	17
COc1ccc(S(=O)(=O)N(C)C[C@@H]2Oc3ccc(NC(=O)C4CCCCC4)cc3C(=O)N([C@H](C)CO)C[C@H]2C)cc1	0.1	-4	26	-14
Cc1ccccc1-c1ccc2c(c1)O[C@@H](CN(C)C(=O)Nc1ccc(C(F)(F)F)cc1)[C@H](C)CN([C@H](C)CO)S2(=O)=O	-0.5	36	101*	-45
COc1ccc(S(=O)(=O)N(C)C[C@@H]2Oc3c(NC(=O)c4cnccn4)cccc3C(=O)N([C@@H](C)CO)C[C@@H]2C)cc1	-1.7	/	41	0
C[C@@H](NC(=O)[C@@H]1[C@@H](CO)[C@@H]2Cn3c(ccc(C4=CCCC4)c3=O)[C@@H]2N1C)c1ccccc1	2.0	3	57	6
CCCN(C)C[C@H]1Oc2cc(C#CC3CCCC3)ccc2S(=O)(=O)N([C@H](C)CO)C[C@H]1C	3.7	6	75	-84*
COc1ccc(S(=O)(=O)Nc2ccc3c(c2)C(=O)N([C@H](C)CO)C[C@H](C)[C@@H](CN(C)C(=O)NC2CCCCC2)OCCCC[C@H](C)O3)cc1	0.0	9	67	-27
COc1ccc(NC(=O)Nc2ccc3c(c2)CC(=O)N([C@H](C)CO)C[C@@H](C)[C@H](CN(C)C(=O)Nc2c(C)noc2C)O3)cc1	-0.3	8	15	15
O=C(c1ccncc1)N1CC2(C1)[C@H](c1ccccc1)[C@H](CO)N2CC1CC1	-0.2	3	/	44
CO[C@@H]1CN(C)C(=O)c2ccc(NS(=O)(=O)c3cccc(F)c3)cc2OC[C@@H](C)N(Cc2cc(F)ccc2F)C[C@H]1C	1.6	/	/	-20
C[C@@H]1CCCCO[C@H](CN(C)C(=O)Nc2ccc(F)cc2)[C@H](C)CN([C@H](C)CO)C(=O)c2cc(NS(=O)(=O)c3ccc(Cl)cc3)ccc2O1	-0.8	2	/	-44
C[C@@H]1CCCCO[C@@H](CN(C)Cc2ccc3c(c2)OCO3)[C@H](C)CN([C@@H](C)CO)C(=O)c2cc(NC(=O)Cc3ccccc3)ccc2O1	0.9	-2	102	-71
Cc1noc(C)c1NC(=O)N(C)C[C@@H]1Oc2cc(C#CCN(C)C)ccc2S(=O)(=O)N([C@@H](C)CO)C[C@H]1C	0.8	-4	-20	22
